Bioassay records: PubChem BioAssay, several laboratories
GPR55 antagonists = GPR55 antagonists blocking LPI-driven arrestin recruitment, primary screen, imaging, U2OS, beta-arrestin-GFP, LPI agonist (AID 2013). G-protein coupled receptor 55 (Homo sapiens). U2OS GPR55 beta-arrestin-GFP translocation imaging, LPI antagonism; higher % means a stronger effect. inhibition, % at 10 µM, or IC50 in µM where a hit was titrated. 0.13% of 290,000 active;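 active = spots per cell inhibited over 60%, with over 100 cells counted and total cytoplasm intensity under 500,000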;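 also: U2OS cells stably carrying GPR55 and arrestin-GFP stimulated by 5 µM LPI near EC80; imaged beta-arrestin-GFP aggregate spots per cell after agonist stimulation; plate controls were LPI-stimulated DMSO wells for no effect and DMSO wells without LPI for full effect; some results filed as inactive read as strong as hits; confirmed hits need IC50 under 10 µM and bright autofluorescent wells are also inconclusive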
KOR beta-arrestin-1 = KOR agonists, beta-arrestin recruitment, primary screen, cell-based, luminescence, uHTS (AID 1777) | Kappa-type opioid receptor (Homo sapiens) | KOR beta-arrestin recruitment, luminescence; higher % means a stronger effect | one-dose activation, % at 10 µM; EC50 in µM for titrated hits | 0.02% of 280,000 active; in the data active = activation above about 50%, passing the limit was not always enough; also: a part of the inactive calls stands beside numbers as strong as those of hits
KOR beta-arrestin-2 = KOR antagonists, beta-arrestin recruitment, cell-based, luminescence, uHTS (AID 1778). KOR beta-arrestin recruitment, luminescence, antagonist mode; higher % means a stronger effect. 0.091% of 290,000 active. one-dose inhibition, % at 10 µM; IC50 in µM for titrated hits; also: strong numbers were not always called active
SV40 large T antigen = SV40 large T antigen inhibitors, biochemical (AID 1903); 0.39% of 310,000 active; SV40 large T antigen ATPase/helicase inhibition assay; higher % means a stronger effect; one-dose inhibition, % at 20 µM; IC50 in µM for titrated hits; in the data active = a potency from the dose series; also: strong numbers were not always called active
HEK293 NOD2/NF-kB = NOD2 signaling inhibitors, cell-based, luminescence, uHTS, HEK293 (AID 1566); 0.63% of 290,000 active; HEK293 NOD2/NF-kB luciferase reporter, luminescence; higher % means a stronger effect; inhibition, % at 4 µM; hits with a dose series show EC50 in µM; also: many of its hits are not listed in these tables
NOD1 inhibition = NOD1 signaling inhibitors, primary screen, cell-based, luminescence, uHTS (AID 1578); NOD1-driven NF-kB luciferase reporter cells, luminescence; higher % means a stronger effect; inhibition, % at 4 µM, or EC50 in µM where a hit was titrated; 1% of 290,000 active; in the data active = inhibition mostly above about 36%, no sharp cut-off; inactive = mostly below about 34%;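 also: HEK-293T reporter cells stimulated with the NOD1 agonist gamma-tri-DAP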
HIV fusion peptide = inhibitors of HIV fusion peptide binding, primary screen, biochemical, uHTS, fluorescence dequenching (AID 1986); one-dose inhibition, % at 20 µM; IC50 in µM for titrated hits; 0.3% of 290,000 active; cell-free peptide binding, fluorescence dequenching, 30 min; higher % means a stronger effect; in the data active = inhibition mostly above about 52%, no sharp cut-off; inactive = mostly below about 76%; also: some results filed as inactive read as strong as hits
GPR55 activation = GPR55 agonists via beta-arrestin recruitment, primary screen, imaging, U2OS cells, beta-arrestin-GFP redistribution (AID 1961); G-protein coupled receptor 55 (Homo sapiens); U2OS GPR55 beta-arrestin-GFP redistribution imaging; higher % means a stronger effect; activation, % at 10 µM, or EC50 in µM where a hit was titrated; 0.048% of 290,000 active;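 active = activation above 40% with more than 50 cells counted in the well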;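 also: U2OS osteosarcoma cells stably expressing GPR55 and beta-arrestin-GFP; plate controls were DMSO negative control for no effect and LPI positive control for full effect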
Rac1 GTP hydrolysis = MgcRacGAP GTPase-activating activity inhibitors, confirmation, biochemical, ADP Hunter fluorescence; MgcRacGAP-stimulated Rac1 GTP hydrolysis, ADP Hunter fluorescence; higher % means a stronger effect; GST-tagged Rac1 F28L mutant substrate; one-dose inhibition, % at 30 µM; IC50 in µM for titrated hits; 0.6% of 340,000 active; AID 624330, 2012;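 active = first-screen hits whose inhibition reached a set limit at any dose in the follow-up dose series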;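 also: fluorescence reports GDP produced by GAP-driven GTP hydrolysis; strong numbers were not always called active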
* marks the source's active call; other numbers are inactive results; [ ] = dose if it differs, or a comment. Rule as the data show it, unless noted: active = inhibition above about 50%; inactive = the rest. A portion of the library, so the mix of outcomes need not match the whole.

What do the screens show for `CCN1CCN(CCNC(=O)c2ccc(CS(=O)c3ccc(Br)cc3)o2)CC1` (stereo not drawn)?
GPR55 antagonists: 10%; KOR beta-arrestin-1: -1.5%; KOR beta-arrestin-2: -9%; SV40 large T antigen: 6%; HEK293 NOD2/NF-kB: 12%; NOD1 inhibition: -26%; HIV fusion peptide: -0.6%; GPR55 activation: -0.1%; Rac1 GTP hydrolysis: 7%

What do the screens show for `CC(=O)Nc1ccc2c(c1)N(C(C)=O)c1ccccc1CC2`?
GPR55 antagonists: 27%; KOR beta-arrestin-2: -26%[20 µM]; SV40 large T antigen: 6%; HEK293 NOD2/NF-kB: 15%; NOD1 inhibition: -18%; HIV fusion peptide: 0.9%; GPR55 activation: -0.1%; Rac1 GTP hydrolysis: 8%

Results for C#CCNC(=O)C1=C[C@@H](c2ccc(Br)cc2)[C@H](CCCO)[C@@H](OCC)O1 ?
GPR55 antagonists: -11%; KOR beta-arrestin-1: 2.1%; KOR beta-arrestin-2: -23%; SV40 large T antigen: 7%; HEK293 NOD2/NF-kB: 10%; NOD1 inhibition: -12%; HIV fusion peptide: 1.5%; GPR55 activation: -0.1%; Rac1 GTP hydrolysis: 7%

What do the screens show for `COc1c(O)ccc(C2NC(=O)NC(C)=C2C(=O)Nc2ccccc2C)c1[N+](=O)[O-]` (stereo not drawn)?
GPR55 antagonists: 1%; KOR beta-arrestin-1: -4.5%; KOR beta-arrestin-2: -6%; SV40 large T antigen: 8%; HEK293 NOD2/NF-kB: 18%; NOD1 inhibition: -11%; HIV fusion peptide: 12%; GPR55 activation: -0.2%; Rac1 GTP hydrolysis: -1%

Results for COc1ccccc1/C=C\C(=O)NCC(=O)N/N=C/c1ccc(O)cc1O ?
GPR55 antagonists: 3%; KOR beta-arrestin-1: 0.3%; KOR beta-arrestin-2: 0%; SV40 large T antigen: 27%; HEK293 NOD2/NF-kB: 22%; NOD1 inhibition: 4%; HIV fusion peptide: -0.2%; GPR55 activation: 0.4%; Rac1 GTP hydrolysis: 27%

How did CSc1ccccc1OCc1cc(C(=O)NC2CCc3ccccc32)no1 (stereo not drawn) do in these assays?
GPR55 antagonists: 26%; KOR beta-arrestin-1: 8.2%; KOR beta-arrestin-2: -2%; SV40 large T antigen: 6%; HEK293 NOD2/NF-kB: 16%; NOD1 inhibition: -2%; HIV fusion peptide: -0.9%; GPR55 activation: 0.2%; Rac1 GTP hydrolysis: -42%

What do the screens show for `O=[N+]([O-])c1cccc(-n2nnnc2CN2CCCC2)c1`?
GPR55 antagonists: 12%; KOR beta-arrestin-1: -2.8%; KOR beta-arrestin-2: -2%; SV40 large T antigen: -1%; HEK293 NOD2/NF-kB: 4%; NOD1 inhibition: -21%; HIV fusion peptide: 0.1%; GPR55 activation: -0.3%; Rac1 GTP hydrolysis: 2%

How did Cc1ccc(CNC(=O)CCC2CCCN(Cc3cccc4ncccc34)C2)o1 (stereo not drawn) do in these assays?
GPR55 antagonists: 2%; KOR beta-arrestin-2: -4%[20 µM]; SV40 large T antigen: 5%; HEK293 NOD2/NF-kB: -3%; NOD1 inhibition: -19%; HIV fusion peptide: 0.0%; GPR55 activation: -0.1%; Rac1 GTP hydrolysis: 2%

How did COc1ccccc1/C=C/C1C(C(=O)OCC(C)C)=C(C)N=C2SCCC(=O)N21 (stereo not drawn) do in these assays?
GPR55 antagonists: 2%; KOR beta-arrestin-1: -1.4%; KOR beta-arrestin-2: 4%; SV40 large T antigen: 8%; HEK293 NOD2/NF-kB: 10%; NOD1 inhibition: -1%; HIV fusion peptide: 2.2%; GPR55 activation: 0.1%; Rac1 GTP hydrolysis: 3%

Results for CCC(C(=O)NCC1CCCO1)n1nc(C)c2sc3ccccc3c2c1=O (stereo not drawn) ?
GPR55 antagonists: 10%; KOR beta-arrestin-1: -2.1%; KOR beta-arrestin-2: -16%; SV40 large T antigen: 21%; HEK293 NOD2/NF-kB: 8%; NOD1 inhibition: -5%; HIV fusion peptide: 2.9%; GPR55 activation: 0.0%; Rac1 GTP hydrolysis: 3%

How did COC(=O)c1cc(NC(=O)c2ccc(C)cc2)c(=O)oc1C do in these assays?
GPR55 antagonists: 6%; KOR beta-arrestin-1: -4.6%; KOR beta-arrestin-2: -5%; SV40 large T antigen: 7%; HEK293 NOD2/NF-kB: 24%; NOD1 inhibition: -6%; HIV fusion peptide: -1.7%; GPR55 activation: -0.3%; Rac1 GTP hydrolysis: 2%

Results for CCOc1cc(C(=S)N2CCOCC2)cc(Br)c1OS(=O)(=O)c1ccccc1 ?
GPR55 antagonists: -6%; KOR beta-arrestin-1: -5.8%; KOR beta-arrestin-2: -26%[20 µM]; SV40 large T antigen: 11%; HEK293 NOD2/NF-kB: 2%; NOD1 inhibition: 4%; HIV fusion peptide: -0.8%; GPR55 activation: 0.2%; Rac1 GTP hydrolysis: -11%

What do the screens show for `CCCc1cc(C(=O)Nc2sc(C(C)=O)c(C)c2C(=O)OCC)no1`?
GPR55 antagonists: -4%; KOR beta-arrestin-1: -1.5%; KOR beta-arrestin-2: -54%; SV40 large T antigen: 1%; HEK293 NOD2/NF-kB: 9%; NOD1 inhibition: 2%; HIV fusion peptide: -0.3%; GPR55 activation: -0.3%; Rac1 GTP hydrolysis: 9%

Results for O=C(COc1ccc(NC(=O)c2ccccc2[N+](=O)[O-])cc1)c1ccc(F)cc1 ?
GPR55 antagonists: 4%; KOR beta-arrestin-1: -0.9%; KOR beta-arrestin-2: -42%[20 µM]; SV40 large T antigen: 3%; HEK293 NOD2/NF-kB: 6%; NOD1 inhibition: -15%; HIV fusion peptide: -1.7%; GPR55 activation: 0.2%; Rac1 GTP hydrolysis: 2%

How did OCCOCCNc1ncnc2c1cnn2-c1ccccc1 do in these assays?
GPR55 antagonists: -2%; KOR beta-arrestin-1: -2.9%; KOR beta-arrestin-2: 15%; SV40 large T antigen: 6%; HEK293 NOD2/NF-kB: -26%; NOD1 inhibition: -21%; HIV fusion peptide: 0.3%; GPR55 activation: 0.0%; Rac1 GTP hydrolysis: 6%

What do the screens show for `CN(C)CCN(Cc1ccco1)S(=O)(=O)c1csc(C(N)=O)c1`?
GPR55 antagonists: 8%; KOR beta-arrestin-1: -1.1%; KOR beta-arrestin-2: -22%; SV40 large T antigen: 8%; HEK293 NOD2/NF-kB: -6%; NOD1 inhibition: -38%; HIV fusion peptide: -0.6%; GPR55 activation: -0.1%; Rac1 GTP hydrolysis: 4%

What do the screens show for `CC(=O)Nc1ccc(NC(=O)c2ccccc2F)cc1`?
GPR55 antagonists: 3%; KOR beta-arrestin-1: -0.3%; KOR beta-arrestin-2: 20%; SV40 large T antigen: 2%; HEK293 NOD2/NF-kB: -10%; NOD1 inhibition: -15%; HIV fusion peptide: 0.1%; GPR55 activation: -0.1%; Rac1 GTP hydrolysis: 6%

What do the screens show for `O=C1c2ccccc2C(=O)C1C1=Nc2ccccc2NC(c2ccccc2)C1` (stereo not drawn)?
GPR55 antagonists: 10%; KOR beta-arrestin-2: -60%[20 µM]; SV40 large T antigen: -1%; HEK293 NOD2/NF-kB: 32%; NOD1 inhibition: -51%; HIV fusion peptide: -0.1%; GPR55 activation: 0.2%

What do the screens show for `COc1cccc(/C=N/NC(=O)c2cccc(N3CCCC3=O)c2)c1`?
GPR55 antagonists: -10%; KOR beta-arrestin-1: -0.2%; KOR beta-arrestin-2: -17%; SV40 large T antigen: 21%; HEK293 NOD2/NF-kB: -33%; NOD1 inhibition: -38%; HIV fusion peptide: 1.9%; GPR55 activation: 0.1%; Rac1 GTP hydrolysis: 4%

What do the screens show for `Cc1ccc(CCSCC(=O)O)cn1`?
GPR55 antagonists: 11%; KOR beta-arrestin-1: -3.9%; KOR beta-arrestin-2: 32%; SV40 large T antigen: 5%; HEK293 NOD2/NF-kB: 11%; NOD1 inhibition: -20%; HIV fusion peptide: -1.8%; GPR55 activation: -0.3%; Rac1 GTP hydrolysis: -5%

How did CC(=O)c1cccc(NC(=O)C23CC4CC(C2)CC(n2cncn2)(C4)C3)c1 do in these assays?
GPR55 antagonists: 4%; KOR beta-arrestin-1: -2.9%; KOR beta-arrestin-2: -2%; SV40 large T antigen: 1%; HEK293 NOD2/NF-kB: 9%; NOD1 inhibition: 10%; HIV fusion peptide: -2.4%; GPR55 activation: 0.4%; Rac1 GTP hydrolysis: 8%

What do the screens show for `COc1ccc(C)cc1NC(=O)C1CCCN(S(=O)(=O)c2ccc3c(c2)CCCN3C(C)=O)C1` (stereo not drawn)?
GPR55 antagonists: 9%; KOR beta-arrestin-1: -5.2%; KOR beta-arrestin-2: -15%; SV40 large T antigen: 12%; HEK293 NOD2/NF-kB: 23%; NOD1 inhibition: -6%; HIV fusion peptide: -1.5%; GPR55 activation: -0.2%; Rac1 GTP hydrolysis: 1%

Results for O=C(CCc1ccccc1)NNC(=O)c1ccc(Cl)cc1 ?
GPR55 antagonists: 12%; KOR beta-arrestin-1: -3.3%; KOR beta-arrestin-2: -4%; SV40 large T antigen: 12%; HEK293 NOD2/NF-kB: 12%; NOD1 inhibition: -25%; HIV fusion peptide: 2.0%; GPR55 activation: -0.2%; Rac1 GTP hydrolysis: 10%

Results for N#C/C(=N\Nc1ccccc1)C(N)=S ?
GPR55 antagonists: 4%; KOR beta-arrestin-1: 1.4%; KOR beta-arrestin-2: -1%; SV40 large T antigen: 28%; HEK293 NOD2/NF-kB: 13%; NOD1 inhibition: 2%; HIV fusion peptide: -2.1%; GPR55 activation: -0.2%; Rac1 GTP hydrolysis: 11%

What do the screens show for `O=C(CCN1C(=O)/C(=C/c2ccccc2)SC1=S)NCCCN1CCOCC1`?
GPR55 antagonists: -6%; KOR beta-arrestin-1: 1.1%; KOR beta-arrestin-2: -5%; SV40 large T antigen: 5%; HEK293 NOD2/NF-kB: 10%; NOD1 inhibition: 1%; HIV fusion peptide: 0.2%; GPR55 activation: 0.0%; Rac1 GTP hydrolysis: 6%

Quoted from the listing (two entries):
Results for N#C/C(=N\Nc1ccccc1)C(N)=S ?
GPR55 antagonists: 4%; KOR beta-arrestin-1: 1.4%; KOR beta-arrestin-2: -1%; SV40 large T antigen: 28%; HEK293 NOD2/NF-kB: 13%; NOD1 inhibition: 2%; HIV fusion peptide: -2.1%; GPR55 activation: -0.2%; Rac1 GTP hydrolysis: 11%

What do the screens show for `O=C(CCN1C(=O)/C(=C/c2ccccc2)SC1=S)NCCCN1CCOCC1`?
GPR55 antagonists: -6%; KOR beta-arrestin-1: 1.1%; KOR beta-arrestin-2: -5%; SV40 large T antigen: 5%; HEK293 NOD2/NF-kB: 10%; NOD1 inhibition: 1%; HIV fusion peptide: 0.2%; GPR55 activation: 0.0%; Rac1 GTP hydrolysis: 6%
